Growth percent in the NCI-60 one-dose screen (48 h, 10 µM unless noted): 100 = growth as untreated, 0 = no growth, -100 = all killed.
K-562: K-562 leukemia; AID 1794777; actives 7.4% (n = 78,000)
HOP-62: HOP-62 NSCLC; actives 3.9% (n = 80,000); AID 1794735
CCRF-CEM: CCRF-CEM leukemia. AID 1794778. actives 7% (n = 77,000)
SR: SR leukemia cells; actives 8.7% (n = 73,000); AID 1794780
RPMI-8226: RPMI-8226 leukemia cells | actives 7.5% (n = 77,000) | AID 1794781
MDA-MB-435: MDA-MB-435 melanoma; AID 1794794; actives 7.8% (n = 82,000)
MOLT-4: MOLT-4 leukemia cells. actives 6.9% (n = 80,000). AID 1794779
MDA-MB-468: MDA-MB-468 breast cancer; actives 8.5% (n = 78,000)
* hit, by the source's call; . = not tested or not shown; & = joins results of further samples. Rule for the calls: active = growth percent below 10; inactive = the rest.

SMILES	K-562	HOP-62	CCRF-CEM	SR	RPMI-8226	MDA-MB-435	MOLT-4	MDA-MB-468
CS(=O)(=O)c1ccc(C(=O)N2N=C(c3ccccc3)CC2c2ccc(Cl)cc2)cc1 (centres undefined)	67.8	71.0	91.7	116.6	89.8	104.6	82.8	87.8
O=C(CN1C(=O)S/C(=C\c2ccccc2)C1=O)Nc1ncc(Cc2ccccc2)s1	118.9	96.3	129.0	122.4	114.1	92.4	99.9	84.2
CCOC(=O)c1c(/N=C2\SC(=O)/C(=C\C(=O)OC)N2NC)sc2c1CCN(C(=O)OCC)C2	99.9	99.2	101.0	102.8	95.3	100.9	105.8	100.2
COc1cc(Cn2c(SCC(=O)Nc3ccc(F)cc3)nc3ccccc3c2=O)cc(OC)c1OC	86.6	64.5	95.0	114.0	99.7	105.1	98.5	85.7
Cc1ccc(CBr)c2ccccc12	114.0	100.2	106.3	148.4	99.5	105.5	109.9	96.0
C=CCn1c2c(c3ccccc31)CC1CN(c3ccc(OC)cc3)C(=O)C1C2C(=O)O (centres undefined)	94.9	99.7	105.9	108.5	102.9	102.5	109.3	104.2
COc1ccc2c(c1OC)O/C(=C\c1ncc([N+](=O)[O-])n1C)C2=O	28.8	56.0	4.9*	6.0*	34.9	-76.4*	1.0*	69.9
Cc1ccc(S(=O)(=O)N2CC=C(N)N2)cc1	56.9&90.9	113.0&100.7	98.4&100.3	98.3	94.6&105.1	111.4&111.2	96.5	111.4&108.0
Fc1cccc(COc2ccc(Nc3ncnc4sc5c(c34)CCCC5)cc2Cl)c1	89.0	94.5	88.1	84.8	88.3	101.7	81.9	31.8
O=C(CCl)N1CCCc2ccccc21	100.5	106.9	96.8	101.5	101.8	91.8	93.5	80.9
Cc1ccc(/C=C2\SC(=S)NC2=O)s1	91.8	108.4	93.7	95.6	.	94.9	104.7	94.2
OCC(O)C1OC(c2ccco2)OC(CO)C1O (centres undefined)	105.2	104.5	90.7	100.8	97.2	112.3	95.6	98.5
COc1ccc(-c2c(C#N)c(N)n3nc(N)c(C#N)c3c2C#N)cc1	76.6	81.5	48.5	25.3	11.5	99.1	77.5	95.3
CCCCCCC1(/C=N/NC(N)=O)NC(=O)NC1=O (centres undefined)	102.2	78.3	102.5	101.9	110.8	101.5	100.8	92.1
CC(=O)c1cc(Br)ccc1O	103.0	118.0	103.4	101.9	105.5	99.1	101.5	102.7
CC(=O)CCSc1ccc(O)cc1	99.4	96.3	69.7	89.3	94.5	102.5	89.0	107.1
O=CNCCO	95.6	79.2	100.3	80.5	91.4	100.5	89.8	95.0
O=C(C[C@]1(O)C(=O)Nc2ccccc21)c1ccc(O)cc1O	93.9	72.2	99.8	96.0	94.3	95.2	104.4	99.5
Clc1ccccc1-c1nnc(Cn2c(COc3cccc4ccccc34)nc3ccccc32)o1	78.6	79.2	72.7	.	71.5	90.6	41.4	75.7
COc1ccc(C2NN=C3c4ccccc4CCC32)cc1 (centres undefined)	10.2	67.3	13.4	3.2*	21.7	-15.7*	16.8	.
O=C(CCCCC(=O)Nc1ccc(C2=NCCN2)cc1)Nc1ccc(C2=NCCN2)cc1	90.4	97.1	97.2	99.4	91.7	114.0	96.8	107.1
Cc1cc2c(cc1Cl)C(=O)/C(=C/c1ccc(O)c(O)c1)O2	99.9	105.2	98.8	109.7	110.4	107.0	101.0	99.8
C/C=C(C)/C=N/Nc1nc(-c2ccc(Cl)cc2)cs1	80.0	105.4	88.7	93.9	82.2	103.9	90.3	85.2
CCOC(=O)C1CCC(=O)C=C1C (centres undefined)	87.0	103.9	.	77.3	.	99.3	105.1	115.3
CC1(c2cc(NC(=O)Cc3ccc(F)c(Cl)c3)n(CC3CCCCC3)n2)CC1	113.5	120.2	104.1	113.4	.	98.5	104.5	95.8
CN(Cc1ccccc1)c1nc(Cl)c(C2CC(c3ccc(F)cc3)=NN2c2cc(Cl)cc(Cl)c2)s1 (centres undefined)	93.4	91.8	87.2	99.4	97.0	100.6	92.0	105.4
c1cc(N2CCOCC2)nc(NCCCNc2nc(N3CCOCC3)nc(N3CCOCC3)n2)n1	106.8	110.4	94.9	90.1	102.4	99.6	95.6	104.5
COc1ccc(/C=C/C(=O)NCC(C)O)cc1 (centres undefined)	121.7	89.1	106.4	104.5	105.4	103.9	108.7	94.2
Nc1nc(Nc2ccccc2)nn1Cc1cc(F)cc(F)c1	102.8	99.8	43.4	91.4	96.8	103.4	94.5	109.7
Cc1cc(N2CCCCC2)nc(N(CCNc2ccnc3cc(Cl)ccc23)Cc2ccccn2)n1	7.8*	55.6	31.8	.	-14.7*	68.1	.	3.6*
COc1ccc(Cc2nnc3sc(-c4ccc(OC)c(OC)c4)nn23)cc1	96.0	86.5	96.8	95.0	80.8	105.2	96.7	95.9
COc1cc(C2=NNC(c3sc(Cl)nc3Cl)C2)cc(OC)c1OC (centres undefined)	75.3	108.9	84.7	50.1	97.2	99.3	71.7	91.0
COc1cc(/C=N/N=C2\C(=O)Nc3ccc(Br)cc32)ccc1F	113.6	87.0	95.0	112.9	98.9	102.1	106.8	91.1
Brc1cc2c(cc1Br)OCO2	98.3	106.5	92.8	99.9	100.2	105.9	97.5	116.5
NC(=S)N/N=C(\c1ccc(Cl)cc1)C1CC1	38.3	80.1	63.2	.	67.3	93.8	46.9	18.5
C/C(=C(/c1ccccc1)c1ccc(N2C(=O)c3cccc4c(NCCO)ccc(c34)C2=O)cc1)c1ccccc1	80.6	92.8	83.5	86.1	97.9	100.7	72.9	84.0
CCC(CC)NC(CC)CO (centres undefined)	132.3	114.4	116.3	116.6	107.0	109.6	126.0	106.0
Cc1nc2ccc(Cl)cn2c1-c1nnc(SCc2ccc([N+](=O)[O-])cc2)o1	.	49.6	115.6	.	81.9	61.2	93.7	48.9
CC(C)CC(N)c1nnc(CCC(=O)c2nc3ncccc3[nH]2)o1 (centres undefined)	113.1	98.5	105.5	113.9	108.9	103.1	119.8	89.7
C=CCSC(CC)(CC)C(N)=O	120.5	110.1	111.0	106.7	104.4	101.3	116.3	.
COc1ccc(CCNC(=O)C(=O)C(Cc2ccccc2)NC(=O)/C=C/c2ccc(O)c(O)c2)cc1 (centres undefined)	89.9	97.3	80.9	.	94.4	100.7	71.9	102.7
COC(=O)C(C(=O)OC)c1ccccc1	92.2	116.8	101.6	99.0	104.1	105.3	98.7	96.4
Cc1nc(/N=C(\N)NC(=O)Nc2ccccc2Cl)sc1C	13.1	45.0	16.4	.	8.1*	-25.6*	43.6	2.2*
CCCC(C)c1ccc(OCCCCCCN2CCNCC2)cc1 (centres undefined)	-34.1*	66.6	4.5*	-24.7*	-9.3*	28.9	-27.6*	-58.5*
Cc1c(-[n+]2noc(=O)[nH]2)no[n+]1[O-]	101.4	104.0	103.5	114.3	99.1	99.3	106.3	97.1

Laid out differently: 13 of the compounds above
smiles,K-562,HOP-62,CCRF-CEM,SR,RPMI-8226,MDA-MB-435,MOLT-4,MDA-MB-468
COc1cc(/C=N/N=C2\C(=O)Nc3ccc(Br)cc32)ccc1F,113.6,87.0,95.0,112.9,98.9,102.1,106.8,91.1
Brc1cc2c(cc1Br)OCO2,98.3,106.5,92.8,99.9,100.2,105.9,97.5,116.5
NC(=S)N/N=C(\c1ccc(Cl)cc1)C1CC1,38.3,80.1,63.2,.,67.3,93.8,46.9,18.5
C/C(=C(/c1ccccc1)c1ccc(N2C(=O)c3cccc4c(NCCO)ccc(c34)C2=O)cc1)c1ccccc1,80.6,92.8,83.5,86.1,97.9,100.7,72.9,84.0
CCC(CC)NC(CC)CO (centres undefined),132.3,114.4,116.3,116.6,107.0,109.6,126.0,106.0
Cc1nc2ccc(Cl)cn2c1-c1nnc(SCc2ccc([N+](=O)[O-])cc2)o1,.,49.6,115.6,.,81.9,61.2,93.7,48.9
CC(C)CC(N)c1nnc(CCC(=O)c2nc3ncccc3[nH]2)o1 (centres undefined),113.1,98.5,105.5,113.9,108.9,103.1,119.8,89.7
C=CCSC(CC)(CC)C(N)=O,120.5,110.1,111.0,106.7,104.4,101.3,116.3,.
COc1ccc(CCNC(=O)C(=O)C(Cc2ccccc2)NC(=O)/C=C/c2ccc(O)c(O)c2)cc1 (centres undefined),89.9,97.3,80.9,.,94.4,100.7,71.9,102.7
COC(=O)C(C(=O)OC)c1ccccc1,92.2,116.8,101.6,99.0,104.1,105.3,98.7,96.4
Cc1nc(/N=C(\N)NC(=O)Nc2ccccc2Cl)sc1C,13.1,45.0,16.4,.,8.1*,-25.6*,43.6,2.2*
CCCC(C)c1ccc(OCCCCCCN2CCNCC2)cc1 (centres undefined),-34.1*,66.6,4.5*,-24.7*,-9.3*,28.9,-27.6*,-58.5*
Cc1c(-[n+]2noc(=O)[nH]2)no[n+]1[O-],101.4,104.0,103.5,114.3,99.1,99.3,106.3,97.1

Continuation:
SMILES	K-562	HOP-62	CCRF-CEM	SR	RPMI-8226	MDA-MB-435	MOLT-4	MDA-MB-468
C#Cc1cccc(Nc2ncnc3ccc(N/C=C(/C#N)C(=O)OCC)cc23)c1	96.4	99.9	103.4	.	100.7	92.0	87.5	40.4
O=[N+]([O-])C1[C@H](c2c[nH]c3ccccc23)c2c([nH]c3ccccc23)[C@H]1c1c[nH]c2ccccc12 (some centres undefined)	85.1	83.0	89.5	78.2	76.5	93.8	71.5	87.2
CCC/C=C/C=N/NC(=S)NCC	96.6	78.1	94.5	89.7	88.7	98.1	85.5	89.8
N=c1ccc2nc3c(cc(N)c4ccccc43)oc-2c1	-67.3*	-97.7*	-24.9*	-41.0*	-49.3*	-86.1*	-44.0*	-78.4*
COc1ccc(-c2[nH]ncc2-c2cc3c(c(OC)c2)OCC(=O)N3)cc1	12.6	27.2	23.2	.	29.3	-56.6*	31.9	-6.5*
COc1ccc(Nc2ncnc3c2sc2ncccc23)cc1	111.1	110.2	100.3	.	100.2	104.6	98.2	101.5
CCCCCC(=O)OC1CCC(C(C)C)CC1 (centres undefined)	109.3	111.0	105.8	.	106.6	100.9	106.9	103.3
O=C(/C(=C(/c1cccc([N+](=O)[O-])c1)N1CCOCC1)N1CCOCC1)c1ccccc1	100.0	104.6	90.9	102.8	83.4	109.3	106.3	114.7
COC1=Nc2ccccc2N2CCN=C12	91.9	96.6	100.8	95.3	94.4	96.2	86.0	109.2
N#CC1c2ccccc2C=CN1C(=O)c1ccccc1 (centres undefined)	112.3&99.6	101.0&126.4	130.2&88.2	145.7&91.7	158.9&105.4	87.8&98.7	125.0&89.2	96.5&108.4
c1ccc(OCCOCCOc2ccccc2)cc1	104.2	99.9	.	96.6	100.5	113.3	105.4	132.7
COc1nc2c(c(=O)n1C)CN(Cc1ccccc1)C(=O)CN2	100.2	92.5	92.9	99.2	101.5	96.5	92.0	97.6
Cc1cc2n(n1)-c1ccccc1-c1ccccc1C(=O)N2C	105.2	87.4	117.0	.	104.1	108.0	105.5	104.8
O=C(O)c1ccc(-c2nn(-c3ccc(C(=O)O)cc3)cc2C(=O)O)cc1	.	97.6	105.7	96.3	101.1	106.9	88.7	110.5
CCOC(=O)C1(C#N)C(=O)CSC1=Nc1ccccc1Cl (centres undefined)	93.9	102.9	105.0	91.5	97.4	108.7	83.9	95.0
O=C1C=C(O)c2ccccc2C1=O.[Ag]	83.5	98.3	101.1	.	104.3	111.3	104.6	99.0
COc1ccc(-c2cc(Cc3cccs3)c(=O)n(CN3CCOCC3)n2)cc1	99.7	99.0	85.2	82.8	95.7	112.2	100.9	108.2
ClC(c1ccccc1)(c1ccccc1)c1cccc2ccccc12	86.1	97.9	84.1	89.5	89.1	104.2	86.5	97.0
O=C1/C(=C/c2ccc(O)cc2)Oc2cc(O)ccc21	96.6	104.8	96.9	110.8	102.9	98.0	101.3	98.9
NNC(=O)Cc1ccccc1	56.6	92.2	57.1	88.9	88.4	83.7	79.9	92.3
COc1cc2oc(=O)ccc2cc1C(=O)CC(C)C	95.1	92.2	99.8	93.3	100.9	100.1	102.0	112.1
CC1CCCc2c1nc1nc(=S)n(-c3ccccc3)c(N)c1c2-c1ccc(Cl)cc1 (centres undefined)	71.6	105.6	79.4	34.2	100.2	110.6	60.3	103.0
COc1cc(NC(=O)C2=C(N3CCOCC3)/C(=C/c3ccc(Cl)cc3)CC2)cc(OC)c1OC	49.7	101.8	39.8	35.1	33.2	75.3	49.3	.
CCC(C)(CC)c1ccc(O)c(C)c1	113.8	101.1	.	.	98.8	109.3	105.8	100.6
Clc1ccc2nc3ccccc3cc2c1	92.1	107.7	99.2	87.7	105.2	106.6	86.7	84.5
C=C1C(=O)O[C@H]2[C@H]1CC/C(COC(=O)C(C)c1ccc(CC(C)C)cc1)=C\CC[C@@]1(C)O[C@@H]21 (some centres undefined)	-5.0*	84.7	5.0*	-1.3*	-23.0*	-11.7*	-3.4*	6.4*
Cc1ccc(S(=O)O)cc1	114.8	119.7	92.9	.	167.3	115.8	60.9	115.5
Nc1cccc2cn[nH]c12	96.3	97.9	100.7	97.6	107.4	110.6	99.0	.
COc1cc(CNC(=O)[C@]23CCC(C)(C)CC2C2=CCC4[C@@]5(C)CCC(OC(C)=O)C(C)(C)C5CC[C@@]4(C)[C@]2(C)CC3)ccc1OCc1cn(-c2cccc([N+](=O)[O-])c2)nn1 (some centres undefined)	68.4	98.4	93.2	97.4	69.7	92.3	88.2	86.2
COc1ccc(Cn2c(SC)nc(=O)n(Cc3ccc(F)cc3)c2=O)cc1	87.7	96.8	93.5	77.8	102.4	112.5	80.7	105.0
O=C(Cc1nc2ccc(Cl)cc2[nH]c1=O)c1ccccc1	46.6	77.6	59.1	.	57.6	75.2	43.6	55.5
COc1cc(CC(=O)NO)cc(OC)c1OC	114.6	100.1	100.3	124.2	106.7	98.8	119.4	108.3
CC(C)N=C(N)/N=C(\N)Nc1ccc(Cl)cc1	114.2	101.6	83.3	.	87.2	104.6	90.4	79.7
N#Cc1c(N)nc(-c2cc(F)cc(C(F)(F)F)c2)nc1-c1ccccc1F	56.7	21.9	.	23.6	70.9	85.7	50.1	62.8
